Compound activity from PubChem.
WT yeast gro inh – growth inhibition of WT yeast, mitochondrial fusion screen. mitochondrial fusion phenotypic screen, WT strain. inhibition, % at 10 µM. 190,000 tested, 2.1% active; in the data active = inhibition above about 58%; tested in S. cerevisiae
PMI inhibition – MPI inhibition at elevated mannose 6-phosphate – biochemical, fluorescence intensity, high mannose 6-phosphate, primary screen (AID 1220) | recombinant PMI enzyme, coupled fluorescence intensity; higher % means a stronger effect | one-dose inhibition, % at 20 µM; IC50 in µM for titrated hits | 190,000 tested, 0.66% active
Yfh1-depleted yeast – enhancers of respiration in Yfh1-depleted yeast, dose response, Friedreich's ataxia, plus single-dose screen (AID 1465). S. cerevisiae Yfh1-off respiration, WST-1 reduction, 72 h; higher fold induction means a stronger effect. fold induction at 50 µM; hits with a dose series show EC50 in µM. 220,000 tested, 0.074% active;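 active = fold induction of absorbance versus untreated yeast above a set limit, then at least 30% activation at any dose in follow-up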;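 also: activators that raise dye reduction in frataxin-depleted yeast; strong numbers were not always called active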
Dynein transport – dynein cargo transport inhibition; 3617.4 mouse cells, GR-EGFP nuclear translocation imaging; test concentration mostly 20 µM; stimulated with dexamethasone, 1 µM; active compounds read low; z-score, hits read low; 220,000 tested, 0.47% active; AID 1381;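 active = plate z-score of nuclear minus cytoplasmic receptor signal below a set negative limit, without overly bright fluorescence or cell loss, cut at about -3.5 in these data, passing the limit was not always enough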;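 also: z-score of nuclear minus cytoplasmic ring GR-EGFP intensity difference per well; some compounds called inactive have numbers as strong as hits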
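Buffer or medium: tet-free, stripped-serum medium; Also added: dexamethasone, 1.0 µM final; Technique: high-content fluorescence imaging after fixation; Times: 48 h induction, 1 h compound, 30 min dex at 37 °C; Read-out: per-cell GR-EGFP intensity, nucleus versus surrounding cytoplasmic ring, well-averaged.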
MT stabilize HCS – microtubule stabilization, imaging screen. HeLa tubulin immunostaining HCS, 24 h; share of cells brighter than vehicle mean+2SD. % tubulin-high responders, % at 10 µM. 200,000 tested, 0.83% active. AID 2205;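 active = plate Z-score above 3 for both tubulin-high and condensed-nucleus cell shares, with cell loss under 80%, at 10 µM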;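 also: anti alpha tubulin signal scored within the nucleus-defined area of each cell; some results filed as inactive read as strong as hits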
Ins promoter up – MIN6 insulin promoter up-regulation | MIN6 insulin promoter-GFP reporter, high-content imaging; active compounds read high | z-score at 5 µM | 190,000 tested, 0.3% active;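 active = z-score above 3 at 5 µM with at least 500 cells counted in the well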
Autophagy HCS – modulators of autophagy; MEF GFP-LC3 puncta imaging; test concentration mostly 10 µM; calls only at 10 µM (by protocol); 190,000 tested, 0.98% active;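 active = percentage of spot-positive cells more than 3 SD above its plate mean, without a fluorescence outlier flag or 80% toxicity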;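 also: spot-positive cell cutoff set from DMSO-treated cells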
b-catenin transl – modulators of beta-catenin nuclear translocation | HeLa beta-catenin nuclear translocation, immunofluorescence imaging | nuclear translocation activity, % at 5 µM | 190,000 tested, 0.3% active | AID 1665;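 active = nuclear translocation activity above 50% at 5 µM, with a well cell count of 50 or more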;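 also: per-cell ratio of nuclear to cytoplasmic median beta-catenin stain intensity; plate controls were DMSO negative control for no effect and GSK-3 inhibitor IX positive control for full effect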
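Test system: human HeLa cells, native beta-catenin. Compound dosing: 5 µM primary single dose, 0.1% DMSO, 0.02–20 µM confirmation series. Incubation: compound exposure 24 h at 37°C. Detection: beta-catenin immunostaining with DAPI counterstain, 20x imaging, 6 fields/well. Read-out basis: Nuclear/cytoplasmic beta-catenin signal ratio, % activation.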
PMI inhibitors – inhibitors of human PMI, primary screen, biochemical, fluorescence intensity, coupled assay (AID 1209); purified PMI enzyme, coupled fluorescence intensity; higher % means a stronger effect; inhibition, % at 20 µM; hits with a dose series show IC50 in µM; 190,000 tested, 0.42% active;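 also: plate controls were DMSO vehicle for no effect and wells lacking substrate for full effect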
WT yeast gro inh mutant strain – recorded beside WT yeast gro inh, whose call it bears; inhibition, %; mitochondrial fusion phenotypic screen, mutant strain inhibition
Dynein transport cytoplasmic EGFP – second read-out of Dynein transport, no call of its own (marks repeat the call); z-score; measured here: cytoplasmic GR-EGFP intensity; active compounds read high
Dynein transport nuclear GR-EGFP – further read-out of Dynein transport, marked with its call; z-score; measured here: nuclear GR-EGFP intensity;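 lower value marks the stronger effect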
Dynein transport cell count – recorded beside Dynein transport, whose call it bears; z-score; measured here: cell count per field
Ins promoter up cell count – recorded beside Ins promoter up, whose call it bears; cell count; measured here: cytotoxicity, nuclei count;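 total cells summed across four imaged fields per well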
b-catenin transl cell count 5 µM – further read-out of b-catenin transl, marked with its call; cell count; measured here: cell count, cytotoxicity flag
MT stabilize HCS Hoechst-high % – second read-out of MT stabilize HCS, no call of its own (marks repeat the call); % Hoechst-high responders; measured here: nuclear condensation Hoechst responders;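 share of cells brighter than vehicle mean plus two SD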
MT stabilize HCS cytotoxicity % – also measured in MT stabilize HCS; calls as there; toxicity, %; measured here: cytotoxicity by cell density;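 0% = mean cell density of plate MIN control wells and 100% = no cells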
Autophagy HCS cell loss 18 h – further read-out of Autophagy HCS, marked with its call; toxicity, %; measured here: cell loss, nuclei count;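 cell loss after 18 h compound exposure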
* hit, by the source's call; i = inactive; . = not tested or not shown. Rule as the data show it, unless noted: active = inhibition above about 50%; inactive = the rest. Rows were taken by chance; any-hit rate near 5%.

Below each compound: WT yeast gro inh, WT yeast gro inh mutant strain, PMI inhibition, Yfh1-depleted yeast, Dynein transport, Dynein transport cytoplasmic EGFP, Dynein transport nuclear GR-EGFP, Dynein transport cell count, MT stabilize HCS, MT stabilize HCS Hoechst-high %, MT stabilize HCS cytotoxicity %, Ins promoter up, Ins promoter up cell count, Autophagy HCS, Autophagy HCS cell loss 18 h, b-catenin transl, b-catenin transl cell count 5 µM, PMI inhibitors
1	CC(=O)Oc1ccc(/C=C2\N=C(C3CCCCC3)OC2=O)cc1
    -16.2, 6.8, -7.4%, i, -0.00756, -0.24, -0.361, -1.1, 2.8, 2.4, 4.8, -1.25, 1311, i, -8.5, -1.7, 1103, -9.2%
2	Cc1nn(-c2ccccc2)c(N2CCCC2)c1/C=N/NC(=S)Nc1cc(C(F)(F)F)ccc1Cl
    -11.6, -3.8, 0.2%, ., 0.157, -0.206, -0.123, -0.0895, 4.1, 2.0, 6.0, -0.38, 1059, i, 1.7, -0.7, 1143, 11.3%
3	Cc1ccc2c(C)c(C(=O)Nc3ccc(S(N)(=O)=O)cc3)oc2c1C
    2.3, 6.8, 0.3%, i, 1.72, -0.314, 0.343, -0.227, 4.5, 1.5, 3.1, -0.42, 1404, i, 8.2, 0.2, 1530, -5.1%
4	CCOC(=O)N1CCN(c2nc3c(c(=O)[nH]c(=O)n3C)n2Cc2ccccc2Cl)CC1
    5.0, -1.9, -13.0%, i, -0.549, -0.208, -0.0258, 0.0728, 5.4, 2.8, 4.9, 1.02, 1241, i, -3.5, -0.9, 847, -13.7%
5	O=C(Nc1ccc(Cc2ccncc2)cc1)C1CCC(N2C(=O)C3CCCCC3C2=O)CC1 (stereo unspecified)
    -6.4, -9.6, 10.0%, i, -0.473, -0.231, -0.333, -0.0825, 2.0, 2.6, 6.0, -0.16, 1431, i, -7.7, 0.6, 1503, 12.6%
6	O=C(CSc1nnc2c(Cl)cc(Cl)cn12)NC1CCS(=O)(=O)C1 (stereo unspecified)
    0.7, -9.7, -12.0%, i, 0.407, -0.23, 0.183, -0.498, 1.0, 2.0, 7.1, ., ., i, 1.3, ., ., -6.9%
7	Cc1cc(N2C(=O)CC(N3CCN(c4ccc(C(=O)c5cccs5)cc4)CC3)C2=O)no1 (stereo unspecified)
    2.1, 2.9, 0.0%, i, 0.648, -0.0267, 0.26, 0.293, 3.9, 1.9, 1.8, -0.19, 1896, i, 24.4, -1.5, 1164, 0.1%
8	CNC(=S)Nc1cccc2[nH]ncc12
    -20.5, -2.3, 2.6%, i, 0.346, -0.184, -0.379, 0.355, 1.1, 3.1, 11.4, -0.61, 1726, i, -6.5, -5.3, 1149, 3.1%
9	CC1(C)Cc2c(sc3c4nnnn4c4nnnn4c23)CO1
    10.1, 24.6, 14.2%, i, -4.73*, 1.94*, -2.14*, -0.875*, 6.6, 1.3, 4.0, 0.53, 1126, i, -2.1, 1.9, 1121, -2.6%
10	Cc1ccc(NC(=O)c2c(C(F)(F)F)nn(C)c2SCc2ccc(Cl)cc2)cc1C
    -1.0, 4.1, 12.9%, i, ., ., ., ., 1.6, 1.5, 4.7, ., ., i, 2.7, ., ., 20.2%
11	COC(=O)c1sc(=S)n(-c2ccccc2)c1N
    -40.3, -25.9, 14.2%, i, 0.337, -0.207, 0.0136, 0.887, 5.4, 2.0, 4.6, -0.06, 1342, i, 0.1, ., ., 44.5%
12	CC(=O)Nc1ccc(S(=O)(=O)N2CCN(C(=O)CCC3CCCC3)CC2)cc1
    0.3, 4.2, -2.4%, i, 3.04, -0.116, 1.55, -0.875, 3.6, 3.2, 12.0, -1.36, 931, i, 1.9, 0.1, 1213, -3.0%
13	Cc1ccc(-c2csc(C3=C(O)CN(NC(=O)c4ccc([N+](=O)[O-])cc4)C3=N)n2)cc1
    7.0, 0.9, -30.8%, i, 0.114, -0.0417, 0.361, -1.52, 1.8, 0.9, 4.7, 0.11, 1533, i, 13.8, 0.8, 1576, -38.5%
14	CN1C(=O)/C(=N/OC(=O)c2ccccc2Br)c2ccccc21
    -10.4, -2.1, -0.3%, i, -0.655, -0.255, -0.172, 0.0175, 4.8, 5.1, 4.7, 0.68, 1150, i, 12.4, ., ., 1.1%
15	O=C(CCSc1nnnn1-c1ccccc1)N1CCOCC1
    -21.9, 2.5, 2.9%, i, 0.586, -0.2, 0.158, 0.694, 3.5, 1.7, 4.1, -0.2, 1200, i, 5.4, -1.2, 1116, 6.6%
16	COc1ccc2c(c1)CCc1c(C(=O)NCc3ccc(F)cc3)noc1-2
    5.4, -14.7, 9.9%, i, -0.124, -0.248, 0.154, 1.13, 3.8, 3.4, 9.6, 0.74, 1882, i, -13.4, 2.8, 1114, 5.2%
17	O=C(c1ccccc1)N1CC(COc2ccccc2)OC(c2ccco2)O1 (stereo unspecified)
    -11.7, -23.2, -2.6%, i, -0.2, 0.507, -0.184, 0.816, 4.7, 2.9, 12.5, -1.5, 1611, i, -33.7, 1.2, 1324, -1.2%
18	CCOc1ccc(C2CC(c3ccc(OC)cc3)n3ncnc3N2)cc1 (stereo unspecified)
    13.1, 7.6, 16.8%, i, -0.959, -0.233, -0.14, 0.966, 3.0, 1.6, 6.0, 1.05, 2129, i, -5.4, 1.9, 1081, 15.4%
19	Cc1cc(C)n2nnnc2n1
    ., ., ., i, -0.948, -0.126, -0.447, 1.15, ., ., ., 0.26, 1023, ., ., 0.4, 1303, .
20	Cc1cc(C)cc(NC(=S)NCc2cccn2C)c1
    6.7, -2.2, -4.8%, i, -1.16, -0.149, -1.36, 0.367, 2.6, 2.0, 13.3, ., ., i, -1.3, ., ., -4.4%
21	CCCc1nnc(SCC(=O)N2CCCCC2)n1CC1CCCO1 (stereo unspecified)
    -8.9, -20.6, 4.4%, i, 2.07, -0.242, -0.411, -0.886, 3.3, 1.3, 5.2, -0.15, 1624, i, -0.1, 2.1, 1305, -0.7%
22	CC(C)(C)P(=O)(CO)c1ccccc1 (stereo unspecified)
    -12.8, 5.5, 1.7%, i, 0.408, 0.00596, 0.239, -0.828, 3.8, 2.2, 7.0, 0.15, 1173, i, 4.1, -5.2, 1049, -10.0%
23	COc1ccc(NC(=O)COC(=O)Cn2c(C)nc3ccccc32)cc1OC
    4.0, -6.7, 0.7%, i, 0.752, -0.199, -0.637, 0.539, 1.9, 2.0, 6.2, -0.32, 1580, i, 1.0, -1.0, 1355, 2.9%
24	CC(=O)c1c(COC(=O)c2ccccc2Cl)nc2ccccc2[n+]1[O-]
    ., ., ., i, -0.845, -0.254, -0.587, 0.0661, ., ., ., 0.46, 1010, ., ., -1.3, 1283, .
25	Cc1cc(-c2ccccc2)nc(N/N=C/c2ccco2)n1
    2.2, 4.8, -6.6%, i, -0.146, -0.181, -0.24, 0.43, 1.2, 1.8, 4.5, 0.44, 1659, i, -8.7, -3.5, 1378, -6.1%
26	O=C(COC(=O)c1ccccc1C(=O)N1CCN(c2ccccc2)CC1)Nc1ccccc1
    17.5, -21.3, 10.3%, i, -1.28, -0.205, -0.889, 1.18, 1.4, 1.6, 2.5, 0.28, 1237, i, 8.8, -3.3, 1136, 16.1%
27	COc1cc(Cl)c(C)cc1NC(=O)COC(=O)c1cc(SC)ccc1Cl
    0.4, -7.8, 13.4%, i, -0.41, -0.103, -0.161, -0.566, 5.0, 1.1, 5.4, 0.73, 1432, i, 3.9, -2.8, 1131, 14.3%
28	Cc1cc(Br)cc(C)c1NC(=S)NC(=O)CC(C)C
    4.7, 6.2, 6.6%, i, -0.514, -0.227, -0.297, 0.779, 3.0, 1.8, 7.9, ., ., i, -3.4, -3.1, 1151, 11.9%
29	COc1ccc(Cl)cc1NC(=O)CNc1ccccc1CN(C)C1CCCCC1
    30.1, -27.0, 6.1%, i, 0.618, -0.221, 0.349, -0.217, 2.3, 1.4, 4.6, -0.56, 1650, i, 6.3, 0.6, 897, 21.9%
30	CC(=O)c1ccc(Nc2c(C)n(C)n(-c3ccccc3)c2=O)cc1
    -0.4, 8.1, -4.7%, i, -0.11, -0.264, -0.0662, 0.425, 1.5, 2.2, 3.3, 0.46, 1318, i, -1.9, -1.0, 1127, -5.7%

No new results follow: three of the compounds above.
Below each compound: WT yeast gro inh, WT yeast gro inh mutant strain, PMI inhibition, Yfh1-depleted yeast, Dynein transport, Dynein transport cytoplasmic EGFP, Dynein transport nuclear GR-EGFP, Dynein transport cell count, MT stabilize HCS, MT stabilize HCS Hoechst-high %, MT stabilize HCS cytotoxicity %, Ins promoter up, Ins promoter up cell count, Autophagy HCS, Autophagy HCS cell loss 18 h, b-catenin transl, b-catenin transl cell count 5 µM, PMI inhibitors
28	Cc1cc(Br)cc(C)c1NC(=S)NC(=O)CC(C)C
    4.7, 6.2, 6.6%, i, -0.514, -0.227, -0.297, 0.779, 3.0, 1.8, 7.9, ., ., i, -3.4, -3.1, 1151, 11.9%
29	COc1ccc(Cl)cc1NC(=O)CNc1ccccc1CN(C)C1CCCCC1
    30.1, -27.0, 6.1%, i, 0.618, -0.221, 0.349, -0.217, 2.3, 1.4, 4.6, -0.56, 1650, i, 6.3, 0.6, 897, 21.9%
30	CC(=O)c1ccc(Nc2c(C)n(C)n(-c3ccccc3)c2=O)cc1
    -0.4, 8.1, -4.7%, i, -0.11, -0.264, -0.0662, 0.425, 1.5, 2.2, 3.3, 0.46, 1318, i, -1.9, -1.0, 1127, -5.7%
